NPY-Y1 PAM-ag – potentiates or activates human NPY-Y1 receptor | P25929 | NPY-Y1 expressing cells, potentiator/agonist activation | activation, % at 3.6 µM | actives 0.37% (n = 220,000) | AID 1304; in the data active = activation above about 33%, passing the limit was not always enough;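 also: cells stimulated with NPY at EC10 then isoproterenol at EC100; 0% = low agonist plus stimulus and 100% = saturating agonist plus stimulus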
NPY2 pot ag – potentiates or activates human NPY-Y2 receptor; P49146; AID 1359; actives 0.45% (n = 220,000); activation, % at 3.6 µM; cells expressing NPY-Y2, potentiator/agonist read-out; in the data active = activation above about 27%;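 also: cells stimulated with NPY near EC25 plus isoproterenol at EC100; 0% = vehicle plus submaximal agonist and 100% = vehicle plus saturating agonist; some results beyond the cut were filed as inactive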
Target sequence (P49146 whole entry, looked up): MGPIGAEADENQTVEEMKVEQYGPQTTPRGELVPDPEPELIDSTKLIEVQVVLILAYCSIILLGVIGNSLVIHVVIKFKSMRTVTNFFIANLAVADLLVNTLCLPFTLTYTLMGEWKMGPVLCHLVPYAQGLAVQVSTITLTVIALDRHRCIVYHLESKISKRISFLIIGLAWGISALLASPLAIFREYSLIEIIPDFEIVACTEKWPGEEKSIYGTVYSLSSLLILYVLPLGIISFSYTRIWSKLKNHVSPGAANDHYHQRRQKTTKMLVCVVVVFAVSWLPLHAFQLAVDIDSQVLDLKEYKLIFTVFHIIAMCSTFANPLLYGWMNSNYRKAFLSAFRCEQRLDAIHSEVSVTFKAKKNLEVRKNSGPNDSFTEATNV
Ba/F3 V617F tox – loss of viability in JAK2V617F-driven Ba/F3 cells; inhibition, % at 5.6 µM; Ba/F3 EpoR-JAK2V617F viability, ATP luminescence; actives 1.1% (n = 220,000); AID 1446;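 active = inhibition above the campaign mean plus 3 SD over all tested compounds, cut at about 24% in these data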;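 also: cytokine-independent growth of Ba/F3 cells driven by EpoR plus mutant JAK2; 0% = DMSO-treated cells and 100% = JAK inhibitor I control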
RBBP9 inh – human RBBP9 hydrolase inhibition. O75884. AID 1515. inhibition, % at 7.94 µM. actives 0.2% (n = 220,000). recombinant RBBP9, FP-Rh probe fluorescence polarization;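 active = inhibition above the campaign mean of all tested compounds plus 3 SD, cut at about 14% in these data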;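 also: plate controls were DMSO wells with RBBP9 for no effect and wells lacking RBBP9 protein for full effect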
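Material: RBBP9 protein. Amount: RBBP9 at 2.5 µM in dispensed solution, before mixing. Schedule: 30 min then 45 min, 25 °C. Medium: Tris buffer pH 8.0, NaCl, Pluronic. Measured by: fluorescence polarization. Measure: percent inhibition from mP, scaled between DMSO and no-protein wells. Replication: one well per compound.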
BaF3 tox – reduces parental Ba/F3 cell viability, JAK2V617F counter-screen; CellTiter-Glo ATP luminescence; inhibition, % at 5.6 µM; actives 1.1% (n = 220,000); AID 1486;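 active = inhibition above a per-campaign cutoff, the mean inhibition of all tested compounds plus 3 SD, cut at about 27% in these data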;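 also: 0% = DMSO wells and 100% = JAK Inhibitor I control wells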
S1P4 ag – human S1P4 receptor agonism; S1P4-expressing cell line, agonist reporter assay; activation, % at 4.98 µM; actives 0.35% (n = 220,000); in the data active = activation above about 11%;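 also: 0% = DMSO vehicle and 100% = reference agonist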
S1P4 antagonist – blocks the human S1P4 receptor; O95977; S1P4-expressing cells, antagonist mode, reporter read-out; inhibition, % at 4.98 µM; actives 0.26% (n = 220,000); in the data active = inhibition above about 29%;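 also: 0% = wells stimulated with agonist and 100% = vehicle wells without agonist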
Runt-CBFb FRET – blocks binding of human RUNX1 Runt domain to CBFb. Q01196+Q13951. Cerulean-Runt/Venus-CBFb FRET ratio 530/480, 1 h. inhibition, % at 20 µM. actives 0.46% (n = 220,000). AID 1496;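 active = inhibition over about 50% at 20 µM in the single-dose screen, limit read from the data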;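 also: 0% = DMSO wells and 100% = excess unlabeled CBFb competitor control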
Target sequence (Q01196 whole entry, looked up, the tested form may be a part): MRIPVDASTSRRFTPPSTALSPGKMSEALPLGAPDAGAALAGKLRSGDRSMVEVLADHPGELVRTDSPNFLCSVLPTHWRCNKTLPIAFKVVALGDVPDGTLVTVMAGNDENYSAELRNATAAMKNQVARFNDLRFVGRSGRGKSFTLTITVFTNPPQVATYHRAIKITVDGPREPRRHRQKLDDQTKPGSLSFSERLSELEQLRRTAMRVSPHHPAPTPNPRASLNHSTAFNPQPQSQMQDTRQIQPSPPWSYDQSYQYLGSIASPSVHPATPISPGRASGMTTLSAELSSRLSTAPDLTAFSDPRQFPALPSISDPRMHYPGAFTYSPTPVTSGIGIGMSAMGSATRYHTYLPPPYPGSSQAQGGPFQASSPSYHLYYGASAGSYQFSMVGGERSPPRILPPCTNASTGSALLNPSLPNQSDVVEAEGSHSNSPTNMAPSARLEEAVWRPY
Target sequence (Q13951 whole entry, looked up, the tested form may be a part): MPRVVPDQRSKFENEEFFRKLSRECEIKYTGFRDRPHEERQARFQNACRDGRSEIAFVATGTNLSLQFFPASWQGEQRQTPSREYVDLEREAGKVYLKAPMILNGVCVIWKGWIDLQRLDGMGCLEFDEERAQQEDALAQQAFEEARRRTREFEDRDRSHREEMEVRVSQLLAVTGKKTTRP
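Schedule: protein complex preformed 1 h, compound exposure 1 h, room temperature, dark; test system: Cerulean-labeled Runt domain protein; amount: 100 nM per protein; buffer or medium: Tris 50 mM pH 7.5, KCl, K2SO4, 0.01% BSA; read-out: loss of energy transfer signal; detection: FRET fluorescence; controls: 5 µM unlabeled CBFb as full-inhibition high control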
NPY Y1 blocker – antagonists of human neuropeptide Y receptor Y1; P25929; HEK293-CNG Y1 cells, membrane potential fluorescence; NPY at EC95, then isoproterenol; inhibition, % at 3.6 µM; actives 1% (n = 200,000); AID 1040;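 active = inhibition above the campaign mean inhibition of all tested compounds plus 3 SD, cut at about 20% in these data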;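 also: 0% = DMSO wells given NPY plus isoproterenol and 100% = isoproterenol alone without NPY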
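Assay system: HEK293 Y1/CNG channel cell line; Doses: single compound dose of 3.6 µM, 0.4% DMSO; Timing: dye 3 h, compound 60 min room temperature, stimulation 45 min; Technique: Membrane-potential fluorescent dye readout; Measure: % inhibition of NPY effect.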
Starred values were filed as active, the others as inactive; x = not tested or not shown.

SMILES	NPY-Y1 PAM-ag	NPY2 pot ag	Ba/F3 V617F tox	RBBP9 inh	BaF3 tox	S1P4 ag	S1P4 antagonist	Runt-CBFb FRET	NPY Y1 blocker
CCOc1ccc2nc(NC(=O)CN3CCC(n4nnc5cc(C(F)(F)F)ccc54)CC3)sc2c1	-15	-14	1	1	7	-1.4	-6	-9	-2
CCC(=NCc1ccccc1)C1=C(O)C(C(=O)OC)C(C)(C)CC1=O (configuration not stated)	-3	1	7	-4	5	-3.3	7	0	0
COc1ccc(CN2C(=O)c3cccnc3C2Nc2cc(Cl)c(OC)cc2OC)cc1 (configuration not stated)	-6	4	-1	-4	4	0.9	-11	5	7
Cc1cccc(Oc2ncnc(N)c2[N+](=O)[O-])c1	4	4	-4	-5	4	0.2	-25	0	7
NC(=O)COC(=O)c1cccc(S(=O)(=O)N2CCN(c3ccccc3)CC2)c1	22	-4	-4	-12	2	-0.4	4	0	1
CCOC(=O)c1c(N)c(C#N)c2n1CCCC2	-1	0	-3	-10	0	-0.1	8	-1	0
O=C(CCCCCn1c(=O)[nH]c2ccccc2c1=O)NCCCN1CCN(c2ccccc2F)CC1	8	10	-1	-4	3	-0.1	5	4	-3
Clc1ccc(-c2nnnn2-c2ccc(Cl)c(Cl)c2)cc1Cl	-64	-25	-3	-8	0	0.7	-20	1	5
CCc1c(C)c2ccc(OCC(=O)OC(C)C)c(C)c2oc1=O	-2	18	4	-5	6	0.8	4	0	-4
COc1cc(NC2c3ccccc3C(=O)N2c2ccc(C)cn2)cc(OC)c1OC (configuration not stated)	-4	-3	-1	-1	6	3.5	-12	-3	4
N#Cc1c(N)oc(-c2cccs2)c1-c1cccs1	8	14	-1	-7	5	-0.3	-12	1	2
Cc1ccc(-c2nnn(CC(=O)N(CCN3CCOCC3)C(C(=O)NC3CCCC3)c3ccncc3)n2)o1 (configuration not stated)	5	-1	-2	-7	5	0.6	-18	x	6
O=C(CC1Oc2ccccc2NC1=O)NCCCN1CCCC1=O (configuration not stated)	9	6	-3	1	5	0.5	-2	0	-6
CCC(C)(C)n1nnnc1C(c1cc(OC)ccc1OC)N1CCC(C(N)=O)CC1 (configuration not stated)	14	2	-2	-13	3	1.6	-12	0	6
COc1ccc(/C=N/Nc2ncnc3scc(-c4ccccc4)c23)cc1OC	-12	-11	-1	8	6	1.1	-10	-2	7
CCn1c(SC)nnc1-c1nnc(SC)n1CC	-9	0	-1	-1	2	1.3	-5	0	-6
O=C(NC1CC2CCCC(C1)N2S(=O)(=O)c1ccccc1)c1ccccc1 (configuration not stated)	-9	-4	-1	-6	2	0.6	-4	1	-3
Cc1cc(=O)c2ccccc2n1CC(=O)NCc1ccccc1	1	17	1	1	7	19*	-24	0	3
COC(=O)c1cc(NS(=O)(=O)c2ccc(F)cc2)ccc1N1CCOCC1	9	-1	-1	-5	1	-0.1	-2	0	x
CC(=O)Nc1nnc(-c2ccc(Cl)s2)o1	-4	-12	-2	-7	0	0.7	13	2	14
COc1cc(C2Nc3cccc4cccc(c34)N2)ccc1OC(C)=O	-2	-6	1	-5	6	-0.1	-32	-23	-4
CCOP(=O)(OCC)C(NC(=O)c1ccc(OC)cc1)c1ccccc1 (configuration not stated)	17	3	-4	-6	0	-0.3	2	1	2
COc1ccc(/C=N/NC(=O)c2c(-c3ccccc3)noc2C)cc1	-3	18	-1	2	7	0.0	2	-2	-4
COc1cc(CC(=O)OCC(=O)Nc2cc([N+](=O)[O-])ccc2Cl)cc(OC)c1OC	-16	7	-1	-6	5	0.3	-2	-2	7

Rewritten with values under each structure: 3 of the compounds above
Order of results – NPY-Y1 PAM-ag, NPY2 pot ag, Ba/F3 V617F tox, RBBP9 inh, BaF3 tox, S1P4 ag, S1P4 antagonist, Runt-CBFb FRET, NPY Y1 blocker
COc1cc(C2Nc3cccc4cccc(c34)N2)ccc1OC(C)=O
  -2, -6, 1, -5, 6, -0.1, -32, -23, -4
CCOP(=O)(OCC)C(NC(=O)c1ccc(OC)cc1)c1ccccc1 (configuration not stated)
  17, 3, -4, -6, 0, -0.3, 2, 1, 2
COc1ccc(/C=N/NC(=O)c2c(-c3ccccc3)noc2C)cc1
  -3, 18, -1, 2, 7, 0.0, 2, -2, -4

Later entries
SMILES	NPY-Y1 PAM-ag	NPY2 pot ag	Ba/F3 V617F tox	RBBP9 inh	BaF3 tox	S1P4 ag	S1P4 antagonist	Runt-CBFb FRET	NPY Y1 blocker
Cc1ccc(S(=O)(=O)N(C)C)cc1NC(=O)c1cccnc1Oc1ccccc1	-9	-17	-3	-6	-1	0.5	4	-2	x
COc1ccc(CC(=O)OCC(=O)NCc2ccc(Cl)cc2)cc1	11	-3	-1	-4	1	0.6	-21	0	1
Cc1cccc(NC(=O)Nc2cnccn2)c1	-1	7	6	-7	3	1.1	-25	-2	4
CN(C)S(=O)(=O)c1ccc(C(=O)Nc2ccc(S(=O)(=O)NC3=NCCCCC3)cc2)cc1	-6	3	-4	-11	3	1.1	-15	-1	-5
Cc1cc(N2CCOCC2)ccc1/C=C1\NC(=O)N(Cc2ccccc2F)C1=O	-2	13	-2	-8	2	-1.3	3	x	-2
O=C1C2C3CCC(C3)C2C(=O)N1Cc1ccccc1 (configuration not stated)	-29	11	-2	-7	0	-2.0	-2	4	2
CCC(CC)NC(=O)Nc1ccccc1C	-2	-10	5	-6	14	-0.5	19	-2	-3
Cc1nc2sc(C(c3ccc(F)cc3)N3CCOCC3)c(O)n2n1 (configuration not stated)	10	3	2	-7	8	3.6	-20	-2	2
COC(=O)[C@H](CCSC)NC(=O)NCc1cccs1	9	13	-1	-8	2	-0.1	-15	-1	1
CN1CCN(C(=O)C2CCN(c3ncc(C(F)(F)F)cc3Cl)CC2)CC1	-3	-4	-1	0	3	-1.6	1	-2	-3
COc1cc(C(=O)NCCc2ccc(S(=O)(=O)N3CCCC3)cc2)cc(OC)c1OC	17	5	-4	-5	2	-0.3	7	1	-9
FC(F)(F)c1cccc(Cc2noc(CN3CCC(N4CCCCC4)CC3)n2)c1	-11	-4	-2	-5	7	0.4	-13	-1	-2

Three of the entries above in order of the S1P4 antagonist value, low to high.
compound	S1P4 antagonist
CN1CCN(C(=O)C2CCN(c3ncc(C(F)(F)F)cc3Cl)CC2)CC1	1
Cc1cc(N2CCOCC2)ccc1/C=C1\NC(=O)N(Cc2ccccc2F)C1=O	3
CCC(CC)NC(=O)Nc1ccccc1C	19

Following part
SMILES	NPY-Y1 PAM-ag	NPY2 pot ag	Ba/F3 V617F tox	RBBP9 inh	BaF3 tox	S1P4 ag	S1P4 antagonist	Runt-CBFb FRET	NPY Y1 blocker
Cc1ccc(S(=O)(=O)Cn2nnnc2CN2CCOCC2)cc1	-2	-9	-3	-11	-1	-2.5	0	1	0
CCN1C(=O)CSC1=NC1C2CC3CC(C2)CC1C3 (configuration not stated)	-1	-4	0	-1	2	0.6	-27	-3	3
CN(C)/C=C(\C#N)C(=O)N/N=C/c1ccc(Cl)cc1	-6	-9	3	-7	2	-1.5	12	1	-7
O=C(CSc1nnc(-c2ccc(S(=O)(=O)N3CCOCC3)cc2)o1)c1ccccc1F	11	-5	3	-4	10	0.1	-6	-1	-3
Cc1cc(C)n2ncc(C(=O)NCc3cccnc3)c2n1	-2	1	-1	6	0	0.7	1	0	-3
C/C(=C\c1ccccc1)C(=O)Nc1nc2ccc([N+](=O)[O-])cc2s1	-11	5	1	1	6	0.5	-7	15	-3
CCOc1ccc(S(=O)(=O)N(C)c2ccc(OCC(=O)NCc3ccco3)cc2)cc1	3	-4	0	-5	4	-2.9	12	0	2
CN(Cc1cnn(C)c1)C(=O)C1CCCCC1C(=O)O (configuration not stated)	-19	-3	-3	-7	2	-1.3	-14	-1	-4
CSc1nnc(CSCc2ccc(Cl)cc2Cl)n1-c1ccccc1	-13	-23	-3	-3	-2	1.3	-24	-7	11
COc1ccccc1CNS(=O)(=O)c1c(C)[nH]c(=O)[nH]c1=O	-24	-1	-3	-7	1	-4.2	-9	2	5
O=C(CSCC(=O)NC1CCCC1)Nc1ccccc1	-4	-1	4	-10	8	0.9	-15	-1	-4
O=C(COc1ccccc1/C=C1\SC(=O)NC1=O)Nc1ccccc1	-2	-21	1	-10	7	-1.4	12	0	7
CCC(C)/C(C)=N/NC(=O)c1ccc(CSc2nc3ccccc3s2)cc1 (configuration not stated)	-25	-1	1	-11	3	1.2	-10	-2	3
Cn1c(C(=O)N2CCCc3ccccc32)cc2c(=O)n3ccccc3nc21	0	-8	3	-2	2	-0.2	-26	0	-2
Cc1[nH]c2ccccc2c(=O)c1C(=O)/C=C/c1ccccc1	-18	-12	59*	-9	-5	-0.7	9	2	x
CC(C)N(Cc1ccccc1)C(=O)COC(=O)/C=C/c1cnc2ccccc2n1	7	-3	1	-2	2	-0.4	-12	-4	7
CCCC(=O)N1c2ccccc2NC2=C(C(=O)CCC2)C1c1ccc(F)cc1 (configuration not stated)	13	-3	2	-10	2	2.3	11	0	3
Cc1ccccc1CC1(CO)CCCN(C(=O)CCC(=O)c2ccccc2)C1 (configuration not stated)	1	-3	5	1	5	-0.1	2	-1	-2
COCCNc1nnc(SCC(=O)Nc2sc3c(c2C(=O)c2ccccc2)CCCC3)s1	-16	-6	3	-6	8	0.6	-8	-4	11
O=c1cc(-c2ccc3c(c2)OCCO3)oc2ccc(Cl)cc12	3	8	-1	-10	8	3.3	-8	1	0
COc1ccc(C(=O)/C=C/Nc2ccccn2)cc1	5	-11	-2	2	2	2.1	-14	3	-1
CCOC(=O)c1csc(NC(=O)C(C)(C)C)n1	18	13	0	-1	8	1.2	-29	3	-2
CCc1nn(C(C)C(=O)N2CCN(Cc3ccccc3)CC2)c(=O)c2cc3occc3n12 (configuration not stated)	18	-4	-2	1	1	1.2	-8	1	2
COC(=O)c1[nH]c2cccc(OC)c2c1NC(=O)CCN1CCN(c2ccccc2OC)CC1	12	2	-4	-2	3	-0.1	4	-2	-3
OCCC1CN(Cc2cc3c(cc2Cl)OCO3)CCN1Cc1ccccc1 (configuration not stated)	5	-24	-1	-1	2	0.2	5	-2	4
Nn1c(Cc2ccccc2F)n[nH]c1=S	-14	-8	4	0	11	1.0	8	7	3
Cc1ccc(-c2ccc(CCC(=O)O)n2C(C)C)cc1	27	4	-3	-7	5	1.6	-10	4	0
Cc1cc(/C=N/O)c(C)n1-c1cccc(Cl)c1	2	-8	-1	2	8	-0.4	0	1	-1
Cc1cc(C)c(NC(=O)C(C)Sc2nc3ccc(N4C(=O)c5ccccc5C4=O)cc3s2)c(C)c1 (configuration not stated)	0	13	-2	4	2	-0.3	-9	-2	2
Cc1cc(C)n(C(=O)/C(C#N)=N\Nc2ccccc2[N+](=O)[O-])n1	-2	-5	0	2	-3	0.0	5	0	-5
Cc1cc(S(=O)(=O)Nc2c(C)nn(C)c2C)c(Cl)cc1Cl	9	10	-4	-1	6	0.4	4	1	x

Assay outcomes as filed in PubChem.
